KCNQ2 inh – KCNQ2 channel blockers in CHO-K1 cells – cell-based, FluxOR thallium flux, B-score, primary screen (AID 2156); 20 min; stronger effect = lower value; 310,000 compounds, 1.1% hits; B-score at 10 µM;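 active = fluorescence ratio B-score at most minus 3 library SDs, with starting brightness B-score within 2 library SDs, cut at about -5.5 in these data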
Target sequence (O88943 whole entry, looked up): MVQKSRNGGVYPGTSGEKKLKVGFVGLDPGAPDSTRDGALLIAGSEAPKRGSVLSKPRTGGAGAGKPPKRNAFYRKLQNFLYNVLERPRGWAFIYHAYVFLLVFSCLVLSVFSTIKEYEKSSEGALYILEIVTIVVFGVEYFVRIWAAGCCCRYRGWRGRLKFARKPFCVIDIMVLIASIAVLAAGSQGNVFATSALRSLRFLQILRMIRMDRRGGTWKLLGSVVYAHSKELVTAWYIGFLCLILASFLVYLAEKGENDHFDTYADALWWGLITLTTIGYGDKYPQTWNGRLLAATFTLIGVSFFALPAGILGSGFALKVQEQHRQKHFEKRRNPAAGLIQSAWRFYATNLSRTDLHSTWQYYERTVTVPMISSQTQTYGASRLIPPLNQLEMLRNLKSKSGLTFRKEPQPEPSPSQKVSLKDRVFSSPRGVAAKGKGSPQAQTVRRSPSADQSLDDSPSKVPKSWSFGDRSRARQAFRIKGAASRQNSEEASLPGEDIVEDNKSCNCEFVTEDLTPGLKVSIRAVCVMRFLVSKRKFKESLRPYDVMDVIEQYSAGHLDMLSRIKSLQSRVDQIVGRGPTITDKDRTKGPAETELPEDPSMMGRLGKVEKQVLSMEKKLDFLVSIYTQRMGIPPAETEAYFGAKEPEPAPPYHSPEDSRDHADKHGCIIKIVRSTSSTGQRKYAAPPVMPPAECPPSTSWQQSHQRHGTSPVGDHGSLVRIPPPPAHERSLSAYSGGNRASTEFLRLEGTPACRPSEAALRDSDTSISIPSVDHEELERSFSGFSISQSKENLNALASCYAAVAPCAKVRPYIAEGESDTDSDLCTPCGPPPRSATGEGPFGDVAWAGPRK
Kir21 block – inhibitors of mouse Kir2.1 inward-rectifier potassium channel; HEK293-Kir2.1, FluxOR thallium flux fluorescence; stronger effect = lower value; 310,000 compounds, 0.85% hits; B-score at 10 µM; AID 1672; P35561;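 active = fluorescence ratio B-score at or below minus 3 SD of library scores, with starting-brightness B-score within 2 SD, cut at about -4.2 in these data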;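 also: channel flux triggered by added potassium and thallium sulfate stimulus; B-score of peak minus minimum fluorescence over baseline after thallium stimulus; more negative B-score means stronger Kir2.1 block with less thallium influx; some compounds called inactive have numbers as strong as hits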
An asterisk follows results filed as active; i = inactive.

SMILES	KCNQ2 inh	Kir21 block
CC(=O)c1sc(NC(=O)C(C)Oc2ccc3c(C)cc(=O)oc3c2)nc1C (stereo not given)	i	-1
CC(C)(C)C(=O)c1no[n+]([O-])c1/C(=N/O)C(C)(C)C	-6.97*	-1.29
O=C(C1=C(O)C(=O)N(CCN2CCOCC2)C1c1cccc([N+](=O)[O-])c1)c1cccs1 (stereo not given)	i	1.3
COc1ccc(/C=N/NC(=O)C2C3CCCCC32)cc1OC (stereo not given)	i	0.06
Cc1cccc(/C(N)=N/OC(=O)Cc2cccs2)c1	i	0.38
CNC(=O)C(NC(=O)Nc1ccc(C)cc1)C(C)(C)C (stereo not given)	i	0.79
Cn1c(=O)oc2cc(NC(=O)CCl)ccc21	i	-0.74
COC(=O)COC(=O)c1ccc(-n2nnnc2SC)cc1	i	2.22
c1ccc2c3nnc4n(c-3nc2c1)CCCS4	i	-0.5
COc1ccc(OCc2cc(C(=O)NCC3(C)COC3)no2)c(Cl)c1	i	0.07
Fc1ccc(-n2cc(-c3ccccc3)[n+]3c2SCC3)cc1	i	-1.09
COC(=O)c1sccc1NC(=O)c1ccccc1C(=O)O	i	-0.1
CSc1ccc(C2NC(=O)c3ccccc3N2)cc1 (stereo not given)	i	0.31
CCOc1ccc(NC(=O)CSc2nc3ccccc3c(=O)n2CCCC(=O)N2CCCC2)cc1	i	-2.26
O=C(NNC(=S)NC1CC2CCC1C2)c1ccc(Cl)cc1 (stereo not given)	i	-0.82
CC(C)CCNC(=O)CC1C(=O)N(Cc2ccccc2)C(C)c2nc3ccccc3n21 (stereo not given)	i	-0.52
N=c1oc2cc(O)ccc2cc1C(=O)Nc1ccc(Br)cc1	i	1.06
CCOc1ccc(-c2c(C(=O)N/N=C/c3ccoc3)nnn2-c2nonc2N)cc1	i	-0.02
CC(C)n1cnc2c(Nc3cccc(Cl)c3)nc(NCCCO)nc21	i	1.03
COc1cccc(-c2cccc(NC(=O)C3CCN(Cc4nccs4)CC3)c2)c1	i	0.72

Shown as a markdown table: part of the list above.
| structure | KCNQ2 inh | Kir21 block |
| --- | --- | --- |
| CC(C)(C)C(=O)c1no[n+]([O-])c1/C(=N/O)C(C)(C)C | -6.97* | -1.29 |
| O=C(C1=C(O)C(=O)N(CCN2CCOCC2)C1c1cccc([N+](=O)[O-])c1)c1cccs1 (stereo not given) | i | 1.3 |
| COc1ccc(/C=N/NC(=O)C2C3CCCCC32)cc1OC (stereo not given) | i | 0.06 |
| Cc1cccc(/C(N)=N/OC(=O)Cc2cccs2)c1 | i | 0.38 |
| CNC(=O)C(NC(=O)Nc1ccc(C)cc1)C(C)(C)C (stereo not given) | i | 0.79 |

The results go on:
SMILES	KCNQ2 inh	Kir21 block
O=C(CN1CCSCC1)N/N=C/c1ccc(F)cc1	i	-0.66
COC(=O)c1ccccc1NC(=O)CN(c1ccc(OC)cc1)S(C)(=O)=O	i	0.27
Cc1ccc(-c2nc(CS(=O)(=O)CC(=O)N3CCCCCC3)c(C)o2)cc1	i	0.19
CC/C=C/C(=O)N1CC2(CC(c3cccc(NC(=O)CC)c3)=NO2)C[C@H]1C(N)=O (stereo not given in full)	i	2.48
CC(=O)c1ccc(N2CCN(C(=O)c3cc(-c4ccc5c(c4)OCO5)nc4ccccc34)CC2)cc1	i	2.35
CCCSc1nc(=O)n2cccc(C)c2n1	i	-0.36
O=C(CN1CCc2cc3c(cc2C1)OCCCO3)Nc1ccc(F)cc1	i	2.08
CCCCc1cc(=O)oc2c(CN(C)C)c(O)c(Cl)cc12	i	1.15
CC1(C)CC(=O)C=C(NNC(=O)c2ccccc2O)C1	i	0.26
O=C1c2ccccc2C(=O)N1CCn1c(=O)oc2ccccc21	i	0.72
COc1cc(/C=C2\CC(C(C)(C)C)C/C(=C\c3cc(OC)c(OC)c(OC)c3)C2=O)cc(OC)c1OC (stereo not given)	i	0.54
CCN1C/C(=C/c2sccc2C)c2nc3ccccc3c(C(=O)O)c2C1	i	-0.12
Cc1cccc(NC(=O)CSCC(=O)NNC(=O)c2ccoc2C)c1	i	-0.52
CSCC[C@H](NC(=O)N1CCn2c1nc1ccccc12)C(=O)NCc1ccccc1	i	-0.02
CC(CCc1ccccc1)NC(=O)CN1CCN(c2ccccc2)CC1 (stereo not given)	i	-0.01
O=C(CN1CCN(c2ccccn2)CC1)Nc1ccc(F)cc1	i	-1.34
COc1cccc(CC2(CO)CCN(C(=O)NCCc3ccccc3)CC2)c1	i	0.06
CCn1c(Cc2ccccc2)nnc1SCC(=O)NC1CCCC1	i	-0.77
Cc1cc(NS(=O)(=O)c2ccccc2)cc(Cl)c1O	i	-2.59
O=C(Cc1c(O)c2ccccc2oc1=O)c1ccc(C(F)(F)F)cc1	i	-0.9
O=C(NCc1ccco1)c1cc(C(=O)C2CC2)c[nH]1	i	1.29
COc1ccc(S(=O)(=O)NNC(=O)Cc2csc(C)n2)cc1[N+](=O)[O-]	i	-0.93
COc1ccc(Nc2cc(C(=O)NC3CCCC3)c3ccccc3n2)c(OC)c1	i	-0.9
Cc1c(NC(=O)c2cc3ccccc3c(=O)s2)c(=O)n(-c2ccccc2)n1C	i	-1.39
CCOC(=O)C1=C2SCC(=O)N2C(N)=C(C#N)C1	i	-1.1
CC1=C(C(=O)Nc2ccccc2C(F)(F)F)C(c2ccc(C)s2)NC(=S)N1 (stereo not given)	i	0.05
Cc1c2cn[nH]c(=O)c2c(C)n1-c1ccccc1	i	1.41
C=C(C)CSc1cc(C)nc2c(-c3ccccc3)c(C)nn12	i	0.03
COc1ccc2cc(CN(CCCN3CCOCC3)Cc3nnnn3C3CCCCC3)c(=O)[nH]c2c1	i	-0.87
CC1CCN(C(=O)CCNS(=O)(=O)c2ccc(Cl)cc2)CC1	i	-1.62
CCOc1ccc(C/C(N)=N/n2cnnc2)cc1	i	-0.49
CCn1c(SCC(=O)c2cc(C)n(-c3ccc(C(=O)OC)cc3)c2C)nnc1-c1cccnc1	i	0.14
O=C1c2ccccc2NC(c2cc(Cl)cc(Cl)c2O)N1Cc1cccnc1 (stereo not given)	i	-0.75
COc1ccc(N(C(=O)c2ccc(Br)o2)C2C=CS(=O)(=O)C2)cc1 (stereo not given)	i	-0.6
CCOc1ccc(C(=O)OCC(=O)NC(C)C)cc1	i	0.02
Cc1ccc(NC(=O)CSCC(=O)Nc2ccc(S(=O)(=O)N3CCOCC3)cc2)cc1	i	1.57
Cc1[nH]c2ccccc2c1C(=O)CSc1nc2ncc(Cl)cc2[nH]1	i	-1.11
O=C(c1ccc(OC2CCN(Cc3ccccn3)CC2)cc1)N1CCCCCC1	i	0.42
COc1ccc2cnn(-c3ccc(OC(F)(F)Cl)cc3)c(=O)c2c1OC	i	1.04
CC(=O)Nc1ccc2nc(NS(=O)(=O)c3ccc(C)cc3)sc2c1	i	-1.06

Marked active in KCNQ2 inh (from the list above):
SMILES	KCNQ2 inh	Kir21 block
CC(C)(C)C(=O)c1no[n+]([O-])c1/C(=N/O)C(C)(C)C	-6.97*	-1.29

Further entries
SMILES	KCNQ2 inh	Kir21 block
CCOC(=O)C(C)Sc1ccc2nnc(CCNS(=O)(=O)c3ccccc3)n2n1 (stereo not given)	i	0.28
CC1CCN(S(=O)(=O)N2CCC(C(=O)NC3CCCC3)CC2)CC1	i	-1.03
CC(C)CC(=O)NC(=S)Nc1ccccc1C(=O)Nc1ccccc1	i	0.82
CCCCc1c(O)nc(SCC(=O)N2CCOCC2)[nH]c1=O	i	1.91
CCOCCCNC(=O)/C(C#N)=C/c1ccc(C(=O)OC)cc1	i	1.01
CCOC(=O)CNC(=O)/C(=C\c1ccc(F)cc1)NC(=O)c1ccccc1	i	-3.5
Cc1ccccc1NC(=O)Cn1c(=O)n(Cc2ccccc2)c(=O)c2c(C)c(C)sc21	i	1.21
Cc1cccc(NC(=O)N2CCC(C(=O)c3ccc(F)cc3)CC2)c1	i	0.69
CC1CCN(C2=NC(=O)/C(=C/c3cn[nH]c3-c3ccccc3)S2)CC1	i	0.73
C[C@H]1CCC[C@]2(O[C@H](CCO)C[C@@H](O)[C@@H]2O)O1	i	-0.1
CCCC(=O)c1cc(F)c(N2CCN(S(=O)(=O)c3ccccc3)CC2)cc1C	i	-0.32
N#Cc1ccc(OCC(O)CN2CCN(CC(O)COc3ccc(C#N)cc3)CC2)cc1 (stereo not given)	i	-1.08
CCOC(=O)Cc1csc(NC(=O)c2cccs2)n1	i	-0.84
COCCN(C(=O)COC(=O)c1c(NC(C)=O)sc(C)c1C)c1c(N)n(Cc2ccccc2)c(=O)[nH]c1=O	i	2.05
O=C(O)CCC(=O)NCc1ccc2[nH]c3c(c2c1)CCCC3	i	0.73
CC(=O)Nc1ccc(S(=O)(=O)N(C)Cc2cnn(C)c2)cc1	i	0.41
CC1CCN(c2nnc(-c3cccs3)c3ccccc23)CC1	i	0.07
O=C(CCN1CCN(c2ccccc2)CC1)N/N=C/c1ccccc1OC(F)F	i	-0.12
CCOC(=O)CCCNC(=O)COc1ccccc1C#N	i	2.07
CC1=NN(c2ccccc2)C(=O)/C1=C/c1ccc(Cl)cc1	i	-0.05
Cc1cccc(N2CN=c3s/c(=C\c4ccccn4)c(=O)n3C2)c1	i	1.09
Cc1cc(NC(=O)COC(=O)C(Nc2ccc(C(F)(F)F)cc2Cl)C(C)C)no1 (stereo not given)	i	-0.34
S=C(NCCN1CCOCC1)N/N=C/c1c2ccccc2cc2ccccc12	i	-0.04
COC(=O)CSc1nc2ccccc2c(=O)n1Cc1ccccc1	i	-0.46
COc1ccc(-c2csc3nc(C)nc(N4CCN(c5ccc(C(C)=O)cc5)CC4)c23)cc1OC	i	-0.68
CCn1nccc1C(=O)Nc1ccc(C)c(C)c1	i	-0.21
Cc1cc(NC(=O)Nc2cc(C)nn2-c2ccccc2)n(-c2ccccc2)n1	i	0.19
CC(C)CC(=O)N(Cc1ccc(F)cc1)C1CCS(=O)(=O)C1 (stereo not given)	i	0.82
CCN(CC)CCCNc1cc(C)nc2cc(-c3cccs3)nn12	i	1.58
Cc1nn(-c2ccc(Cl)cc2)c2[nH]c(CCl)cc(=O)c12	i	-0.93
COc1cc(OC)cc(C(=O)OCC(=O)Nc2ccc(N3CCCCC3)cc2)c1	i	-0.9
NC(=O)[C@@H]1CCOc2c(F)cc([N+](=O)[O-])cc2C(=O)N[C@@H](CO)C(=O)NCC(=O)N1	i	2
O=C(Nc1ccc2c(c1)OCCO2)c1cnc2ccccn2c1=O	i	-1.13
CC(C)(C)NC(=O)Cn1cnc([N+](=O)[O-])n1	i	-2.03
O=C(NCc1cccs1)c1cc(-c2ccc(O)cc2)on1	i	-0.96
O=C(CNC(=O)c1ccccc1)OCC(=O)N1N=C(c2ccc(Cl)cc2)CC1c1ccco1 (stereo not given)	i	-0.12
CNC(=O)COc1ncnc2sc(C)c(C)c12	i	1.49
O=[N+]([O-])c1cc([N+](=O)[O-])c(Oc2cc(F)cc(F)c2F)cc1NN1CCCCC1	i	-0.13
O=C(c1ccc(Cl)c(S(=O)(=O)N2CCc3ccccc3C2)c1)N1CCN(c2ccccc2)CC1	i	1.14
Cc1ccc(NC(=O)Nn2cnnc2)cc1Cl	i	-0.8

The list goes on; it opens with the five that closed the last part.
SMILES	KCNQ2 inh	Kir21 block
O=C(CNC(=O)c1ccccc1)OCC(=O)N1N=C(c2ccc(Cl)cc2)CC1c1ccco1 (stereo not given)	i	-0.12
CNC(=O)COc1ncnc2sc(C)c(C)c12	i	1.49
O=[N+]([O-])c1cc([N+](=O)[O-])c(Oc2cc(F)cc(F)c2F)cc1NN1CCCCC1	i	-0.13
O=C(c1ccc(Cl)c(S(=O)(=O)N2CCc3ccccc3C2)c1)N1CCN(c2ccccc2)CC1	i	1.14
Cc1ccc(NC(=O)Nn2cnnc2)cc1Cl	i	-0.8
Cc1ccc(OCC(=O)Nc2ccc(Cl)cc2)c(-n2nc3ccccc3n2)c1	i	-1.12
O=C(Nc1ncc(Cc2ccccc2Cl)s1)C1CCCO1 (stereo not given)	i	1.28
CCn1c(SCc2nc3ccccc3s2)nnc1-c1cccs1	i	-2.8
COc1ccc(CCNC(=O)CC2Nc3ccccc3NC2=O)cc1OC (stereo not given)	i	-0.6
CN(C)CCN1C(=O)c2oc3ccccc3c(=O)c2C1c1ccc(F)cc1 (stereo not given)	i	1.26
COc1cc(C2/C(=C(\O)c3ccc4c(c3)CC(C)O4)C(=O)C(=O)N2CCCn2ccnc2)ccc1O (stereo not given)	i	0.58
CC(=O)Nc1cccc(C(=O)NC(C)c2ccc(S(N)(=O)=O)cc2)c1 (stereo not given)	i	0.16
CC1=CC(C)(C)N(C(=O)CSc2nnc(-c3ccc(C)cc3)o2)c2ccc(C)cc21	i	-1.72
Cc1cccc2c(C(=O)N3CCCCC3)cc(-c3ccccc3)nc12	i	1
Cc1cc(O)c(C(C)C)cc1NC(=O)Cn1nc(C)c2ccccc2c1=O	i	-0.28
S=c1[nH]nc(-c2c[nH]c3ccccc23)o1	i	0.97
CC(=O)N(c1ccc(C)cc1)c1nc(C)cc(C)c1C#N	i	0.21
CC(/C=C/c1ccco1)=N\NC(=O)CNc1ccc2ccccc2c1	i	-1.89
CCc1ccc(C(=O)NNC(=O)c2cc(S(=O)(=O)N(C)C)ccc2N2CCCC2)cc1	i	1.34
COc1ccc(CCNC(=O)COc2coc(CN3c4ccccc4CC3C)cc2=O)cc1OC (stereo not given)	i	0.69
CC(C)Oc1ccc(S(=O)(=O)N2CCOCC2)cc1NC(=O)c1ccc(N2CCCC2=O)cc1	i	-0.16
CS(=O)(=O)c1ccc(Cl)c(NC(=O)CSC(=S)N2CCCC2)c1	i	-1.1
CN(CCCC(=O)Nc1nccs1)S(=O)(=O)c1ccc(Cl)cc1	i	-0.82
COc1ccc(OCC(=O)Nc2ccccc2C(=O)Nc2ccc(C(=O)O)cc2)cc1	i	0
COc1ccccc1NC(=O)Nc1ccc(F)c(F)c1	i	0.1
COc1ccc(Cl)cc1NC(=O)COc1cccc(-n2cnnn2)c1	i	-0.54

From PubChem
